Bioassay records: PubChem, National Center for Advancing Translational Sciences (NCATS)
Eya2 phos inh – Eya2 (human) phosphatase inhibition; O00167; recombinant Eya2, OMFP fluorescence dephosphorylation (OMFP is methylfluorescein phosphate); Potency, µM (titrated, usually from 76.9 µM), inactives show at the highest dose activity, negative = inhibition, usual class: inhibitors; 330,000 tested, 0.006% active; note: potency is the fitted concentration of half-maximal effect; % is set by controls: 0 for no effect and ±100 for the full control effect
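Eya2 (0.2 uM) preincubated 10 min at ambient with compound, then OMFP substrate added at 50 uM; 10 min reaction in 50 mM HEPES pH 7.5, 50 mM NaCl, 5 uM MgCl2, 0.05% BSA, 1 mM DTT. Fluorescence read at Ex 485/Em 525 nm.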
TSG101-PTAP inh – blocks PTAP/TSG101 interaction to inhibit HIV-1 budding; Q99816; Fluorescence polarization, FITC-PTAP peptide / Tsg101 binding; Potency, µM (titrated, usually from 115 µM), without a hit: top-dose activity change, negative = inhibition, actives largely listed as inhibitors; 340,000 tested, under 10 active; AID 493005; active = well fitted inhibition curve with a large enough effect in the main read-out, with a control signal flat, not every such curve was filed as active; inconclusive = small, poorly fitted or top-dose-only effect, or effect the other way, or a change in a side signal; inactive = no such curve, though single readings can be large or run the other way; note: potency is the fitted concentration of half-maximal effect; % of control where 0% means no effect
Target sequence (Q99816 whole entry, looked up): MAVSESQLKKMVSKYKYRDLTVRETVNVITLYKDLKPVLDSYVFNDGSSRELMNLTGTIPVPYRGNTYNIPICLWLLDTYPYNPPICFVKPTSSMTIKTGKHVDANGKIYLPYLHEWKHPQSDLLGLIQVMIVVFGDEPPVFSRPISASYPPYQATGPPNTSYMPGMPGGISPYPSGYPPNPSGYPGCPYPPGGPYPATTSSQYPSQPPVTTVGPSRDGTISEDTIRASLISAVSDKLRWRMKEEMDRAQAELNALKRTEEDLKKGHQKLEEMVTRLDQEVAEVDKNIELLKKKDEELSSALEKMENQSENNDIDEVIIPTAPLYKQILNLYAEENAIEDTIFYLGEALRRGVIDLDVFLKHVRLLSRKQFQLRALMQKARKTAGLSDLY
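Tsg101 binding domain (10 uM final) was mixed with compound and a FITC-labeled PTAP peptide (50 nM final) in HEPES pH 7.5 buffer with NaCl, Tween 20, EDTA and TCEP; fluorescence polarization was read after 20 min at r.t.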
B2AR arrestin – agonists driving beta-arrestin recruitment to human beta2-adrenergic receptor; beta-arrestin recruitment to beta2AR, cell-based reporter; Potency, µM (titrated, usually from 46.1 µM), for inactives: at the highest dose activation, most hits filed as activators; 330,000 tested, 0.02% active; AID 492947;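 note: potency is the fitted concentration of half-maximal effect; 0% = DMSO controls and full agonism = EC100 isoproterenol or metaproterenol; nearly all actives have a fitted effect of over 65% in size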
USP2a block – inhibitors of human ubiquitin-specific protease USP2a; O75604; USP2 core, Ub-CHOP2 coupled fluorogenic reporter, 485/531; Potency, µM (doses to about 38.3 µM), inactives show at the top dose activity change, negative = inhibition, hits mostly inhibitors; 330,000 tested, 0.01% active;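 note: potency is the fitted concentration of half-maximal effect; plate controls were DMSO wells for no effect and full inhibition by NEM control for full effect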
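Cell-free coupled assay: 10nM USP2 core preincubated 30min RT with compound in Tris-HCl pH 8.0/CaCl2/CHAPS buffer, then 25nM Ub-CHOP2 and 25nM reporter substrate; fluorescence (Ex 485/Em 531) read after 60min RT, normalized to NEM inhibition, concentration-response curves fitted.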
Tb PFK inh – inhibitors of T. brucei phosphofructokinase. O15648. T. brucei PFK, ADP-Glo luminescence. Potency, µM (top dose mostly 57.5 µM), for the others: at the highest dose activity, negative = inhibition, hits mostly inhibitors. 330,000 tested, 0.17% active;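 note: potency is the fitted concentration of half-maximal effect; 0% = uninhibited 1x PFK enzyme wells and -100% = no-enzyme wells; nearly all actives have a fitted effect of over 60% in size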
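Compounds were pin-transferred as a titration series up to 57 uM into substrate buffer (0.5 mM F6P, 0.1 mM ATP, pH 8.0), then 1.25 nM PFK was added and reactions ran 45 min before ADP-Glo detection.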
TSHR antagonist – human thyrotropin receptor antagonism; TSHR-expressing cells, TSH-stimulated cAMP HTRF, 2 h; stronger effect = lower value; 330,000 tested, 0.2% active; P16473; activity change, negative = inhibition, % at 11.5 µM; AID 504810;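 active = activity change below a set negative limit, meaning inhibition stronger than a set level, cut at about -70% in these data; inconclusive = activity change between two set negative limits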; note: % is set by controls: 0 for no effect and ±100 for the full control effect
Target sequence (P16473 whole entry, looked up): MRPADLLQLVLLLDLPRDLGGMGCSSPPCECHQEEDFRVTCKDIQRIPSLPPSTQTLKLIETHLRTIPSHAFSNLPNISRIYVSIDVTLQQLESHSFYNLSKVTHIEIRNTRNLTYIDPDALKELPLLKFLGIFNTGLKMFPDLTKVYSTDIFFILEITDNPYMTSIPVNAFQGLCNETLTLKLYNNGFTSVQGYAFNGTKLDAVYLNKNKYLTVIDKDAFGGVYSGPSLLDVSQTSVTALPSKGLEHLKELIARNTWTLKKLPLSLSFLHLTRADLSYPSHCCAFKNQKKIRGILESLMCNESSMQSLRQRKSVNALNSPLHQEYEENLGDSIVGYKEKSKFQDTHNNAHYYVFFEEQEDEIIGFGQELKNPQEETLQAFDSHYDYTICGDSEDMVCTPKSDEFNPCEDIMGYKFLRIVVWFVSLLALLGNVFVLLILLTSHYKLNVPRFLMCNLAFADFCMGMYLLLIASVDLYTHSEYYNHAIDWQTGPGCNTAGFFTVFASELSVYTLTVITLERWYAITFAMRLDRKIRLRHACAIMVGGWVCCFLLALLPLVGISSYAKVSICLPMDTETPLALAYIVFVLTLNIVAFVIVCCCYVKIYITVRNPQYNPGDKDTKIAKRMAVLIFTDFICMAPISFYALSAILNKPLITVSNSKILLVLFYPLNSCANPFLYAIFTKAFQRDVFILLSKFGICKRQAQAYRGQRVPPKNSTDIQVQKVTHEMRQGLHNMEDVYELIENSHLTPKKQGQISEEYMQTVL
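TSHR-expressing cells were treated with compounds, then stimulated with TSH at EC80 (4nM final) for 2 hours at 37 deg C. Cellular cAMP was measured by HTRF competition between lysate cAMP and cAMP-d2 for a cryptate-labelled anti-cAMP antibody.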
Mito fusion act – mitochondrial division inhibition or fusion activation. S. cerevisiae fusion-defective mutant growth rescue, CellTiterGlo 48 h. Potency, µM (top dose mostly 46.1 µM), for the others: top-dose growth rescue (activation), actives largely listed as activators. 320,000 tested, 0.23% active. AID 485298;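 note: potency is the fitted concentration of half-maximal effect; % of control where 0% means no effect; nearly all actives have a fitted effect of over 45% in size; temperature-sensitive fusion mutants such as fzo1-1 at 37 °C on non-fermentable ethanol glycerol medium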
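S. cerevisiae fusion-defective temperature-sensitive mutants (e.g. fzo1-1, mgm1-5) grown 48 h at 37C in YPEG (ethanol/glycerol non-fermentable) medium with 23 nl compound per well; growth rescue read as CellTiterGlo luminescence.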
TCR activator – activates T cell receptor signaling. primary human leukocytes, anti-CD3, IL-2 HTRF, 48 h. Potency, µM (series often up to 9.22 µM), for inactives: top-dose activation of IL-2 secretion, usual class: activators. 330,000 tested, under 10 active. AID 504894; note: % of control where 0% means no effect
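Compounds are tested in HTS on primary human leukocytes co-incubated with a-CD3 beads for 48 hr. IL-2 output is measured by time-resolved FRET.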
BCR signal inh – blocks chronic active B-cell receptor signaling; 340,000 tested, 0.05% active; ABC-DLBCL IkBa-CBG/CBR reporter, luminescence ratio, 4 h; AID 493014; Potency, µM (highest dose often 46.1 µM), for inactives: at the top dose ratio change, negative = lower green/red ratio, hits mostly inhibitors; active = well fitted inhibition curve with a large enough effect in the signal ratio, with a control signal flat, not every such curve was filed as active; inconclusive = small, poorly fitted or top-dose-only effect, or effect the other way, or a change in a side signal; the % refers to the signal ratio;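 note: potency is the fitted concentration of half-maximal effect; plate controls were basal doxycycline-induced cells for no effect and cells given 10 µM MG132 for full effect; MG132 reads +100%, hits lower the ratio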
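TMD8 human ABC-DLBCL cells with doxycycline-inducible IκBα–green luciferase fusion and unfused red luciferase, in 0.5% FBS medium; compounds up to 46 uM, 4 h at 37C. Green/red luminescence ratio, filter-overlap corrected, fitted to concentration-response curves.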
uPA surface inh – cell surface uPA generation inhibition; AID 540303; Potency, µM (titrated, usually from 38.3 µM), without a hit: top-dose activity change, negative = inhibition, usual class: inhibitors; 330,000 tested, 0.31% active; cell surface uPA generation assay, qHTS; active = well fitted inhibition curve with a large enough effect; inconclusive = small, poorly fitted or top-dose-only effect; inactive = no such curve, though single readings can be large or run the other way; tested in mouse RAW 264.7 cells; note: potency is the fitted concentration of half-maximal effect; % is set by controls: 0 for no effect and ±100 for the full control effect; nearly all actives have a fitted effect of over 55% in size
ELG1 DNA repair – blocks ELG1-dependent DNA repair in HEK293T cells; HEK293T ELG1-luciferase reporter, luminescence, 16 h; DNA damage induced by 5-fluorouridine; Potency, µM (top dose mostly 46.1 µM), for the others: at the top dose activity change, negative = inhibition, usual class: inhibitors; 330,000 tested, 2.3% active; AID 504467; note: potency is the fitted concentration of half-maximal effect; % is set by controls: 0 for no effect and ±100 for the full control effect; nearly all actives have a fitted effect of over 55% in size
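HEK293T cells expressing luciferase-tagged ELG1 (2,000/well) received 5-Fluorouridine plus compound or DMSO for 16 hr at 37 °C. Luciferase was read by ONE-Glo luminescence after 30 min at room temperature.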
* = called active by the depositor; & = joins results of further samples; [ ] = remark or other dose. Unless noted, calls come from the whole dose curve; as a rule, active = well fitted curve in the direction sought with a large enough effect; inconclusive = small, poorly fitted or top-dose-only effect, or another doubt; inactive = no such curve, though single readings can be large; an effect the other way counts as inactive or inconclusive.

Screening COCc1nnc(NC(=O)c2cccc(NC(=O)c3ccccc3)c2)s1 returned Eya2 phos inh 6.5%, TSG101-PTAP inh -4.8%, B2AR arrestin -0.4%, USP2a block 0.3%, Tb PFK inh 1.4%, TSHR antagonist 7.9, Mito fusion act -0.7%, TCR activator -2.1%, BCR signal inh 0.9%, uPA surface inh 1.9% and ELG1 DNA repair 5.8%.
For CN1CCN(c2ccc(S(=O)(=O)N3CCOCC3)cc2)CC1 the results were Eya2 phos inh 10.9%, TSG101-PTAP inh 1.0%, B2AR arrestin -0.6%, USP2a block -1.1%, Tb PFK inh -0.8%, TSHR antagonist -5.5, Mito fusion act 0.7%, TCR activator 1.2%, BCR signal inh -20.6%, uPA surface inh 4.5% and ELG1 DNA repair 17.9%.
`CCOC(=O)N1CCN(C(=O)CN(c2cc(Cl)ccc2OC)S(=O)(=O)c2ccccc2)CC1` gave Eya2 phos inh -7.5%, TSG101-PTAP inh -0.5%, B2AR arrestin 0.5%, USP2a block -0.1%, Tb PFK inh 0.7%, TSHR antagonist 4.1, Mito fusion act 2.2%, TCR activator 2.4%, BCR signal inh 6.3%, uPA surface inh 0.1% and ELG1 DNA repair -18.3%.
Screening NS(=O)(=O)c1ccc(Nc2nc(-c3ccc(O)cc3O)cs2)cc1 returned Eya2 phos inh 3.0%, TSG101-PTAP inh 0.6%, B2AR arrestin -0.1%, USP2a block -0.1%, Tb PFK inh 2.0%, TSHR antagonist 0.9, Mito fusion act 4.3%, TCR activator 3.0%, BCR signal inh 4.8%, uPA surface inh -0.6% and ELG1 DNA repair -18.0%.
Screening CCOc1ccc(C(=O)N(C)C2CCS(=O)(=O)C2)cc1 (configuration not stated) returned Eya2 phos inh 17.5%, TSG101-PTAP inh -0.9%, B2AR arrestin -0.1%, USP2a block -1.2%, Tb PFK inh -9.4%, TSHR antagonist 2.4, Mito fusion act -2.4%, TCR activator -4.9%, BCR signal inh 2.9%, uPA surface inh 6.0% and ELG1 DNA repair 10.6%.
CCOC(=O)C1=C(C)NC(=S)N(C(C)=O)C1c1ccccc1 (configuration not stated) was read as Eya2 phos inh -8.2%, TSG101-PTAP inh -4.7%, B2AR arrestin -0.4%, USP2a block 0.2%, Tb PFK inh -5.3%, TSHR antagonist 12.8, Mito fusion act 2.6%, TCR activator -1.0%[46.1 µM], BCR signal inh inconclusive, uPA surface inh 3.9% and ELG1 DNA repair inconclusive.
COC(=O)c1ccc(NC(=O)CSc2nnc(CNc3ccc(OC)cc3)n2C)cc1 was read as Eya2 phos inh 2.0%, TSG101-PTAP inh -0.1%, B2AR arrestin 0.0%, USP2a block 1.8%, Tb PFK inh -1.5%, TSHR antagonist -9.7, Mito fusion act -4.6%, TCR activator 1.9%, BCR signal inh -9.3%, uPA surface inh 1.4% and ELG1 DNA repair 3.6%.
`CC1(C)CC2CC(C)(CN2CC(O)COc2ccccc2)C1` (configuration not stated) gave Eya2 phos inh 7.8%, TSG101-PTAP inh -0.9%, B2AR arrestin -0.6%, USP2a block -1.9%, Tb PFK inh -2.0%, TSHR antagonist 19.3, Mito fusion act 5.6%, TCR activator -1.2%, BCR signal inh 0.7%, uPA surface inh -4.5% and ELG1 DNA repair 2.8%.
`C=CCSc1nc(=O)n2ccccc2n1` gave Eya2 phos inh 6.7%, TSG101-PTAP inh 0.0%, B2AR arrestin -0.1%, USP2a block 1.5%, Tb PFK inh -0.9%, TSHR antagonist -3.4, Mito fusion act 1.8%, TCR activator -6.8%, BCR signal inh -6.6%, uPA surface inh 6.0% and ELG1 DNA repair 21.3%.
O=C(O)CC[C@@H](C(=O)O)N1C(=O)c2ccccc2C1=O was read as Eya2 phos inh 4.0%&13.8%, TSG101-PTAP inh -1.4%, B2AR arrestin -0.3%, USP2a block -6.0%, Tb PFK inh -4.1%, TSHR antagonist 14.3&-8.3, Mito fusion act inconclusive, TCR activator -8.3%, BCR signal inh 4.7%, uPA surface inh -0.2% and ELG1 DNA repair -2.0%.
Screening COc1cccc(CN2CC(C(=O)N3CCCCCC3)CCC2=O)c1 (configuration not stated) returned Eya2 phos inh 3.7%, TSG101-PTAP inh 0.3%, B2AR arrestin 0.4%, USP2a block 2.2%, Tb PFK inh -1.1%, TSHR antagonist 4.4, Mito fusion act -0.8%, TCR activator -4.1%, BCR signal inh 0.2%, uPA surface inh 0.7% and ELG1 DNA repair inconclusive.
`CC1(C(=O)OCC(=O)NC(=O)c2ccccc2)CC1(Cl)Cl` (configuration not stated) gave Eya2 phos inh -33.7%, TSG101-PTAP inh -4.7%, B2AR arrestin -0.5%, USP2a block 2.0%, Tb PFK inh 6.3%, TSHR antagonist 3.7, Mito fusion act 4.3%, TCR activator -0.6%, BCR signal inh 2.0%, uPA surface inh 6.1% and ELG1 DNA repair 1.0%.
For COc1ccc(CN2CCN(C(=O)c3ccco3)CC2)cc1OCc1ccccc1 the results were Eya2 phos inh -4.2%, TSG101-PTAP inh -5.0%, B2AR arrestin -0.1%, USP2a block -1.3%, Tb PFK inh 0.0%, TSHR antagonist -7.1, Mito fusion act -0.9%, TCR activator -1.5%, BCR signal inh inconclusive, uPA surface inh -3.1% and ELG1 DNA repair inconclusive.
For O=C1CC(c2ccco2)=Nc2ccccc2N1 the results were Eya2 phos inh 4.1%, TSG101-PTAP inh -3.9%, B2AR arrestin -0.8%, USP2a block 2.1%, Tb PFK inh 0.0%, TSHR antagonist 13.4, Mito fusion act -5.6%, TCR activator 6.6%[46.1 µM], BCR signal inh 0.8%, uPA surface inh -15.0% and ELG1 DNA repair 9.0%.
Screening CC(Sc1ccc2c(c1)OCCO2)C(=O)Nc1ccc(N2CCOCC2)cc1 (configuration not stated) returned Eya2 phos inh 3.6%, TSG101-PTAP inh 0.1%, B2AR arrestin 0.2%, USP2a block 0.2%, Tb PFK inh -0.8%, TSHR antagonist 19.4, Mito fusion act -1.9%, TCR activator -9.0%, BCR signal inh -11.3%, uPA surface inh -1.5% and ELG1 DNA repair inconclusive.
Screening CCN(CC)c1nc(N2CCOCC2)c(C#N)c2c1CN(C)CC2 returned Eya2 phos inh 1.4%, TSG101-PTAP inh -0.9%, B2AR arrestin -0.5%, USP2a block 2.6%, Tb PFK inh 0.3%, TSHR antagonist -1.6, Mito fusion act -8.4%, TCR activator -26.3%, BCR signal inh -0.3%, uPA surface inh 0.3% and ELG1 DNA repair -13.3%.
`COc1cc(OC)cc(-c2cc(N)n(S(=O)(=O)Cc3ccccc3)n2)c1` gave Eya2 phos inh 29.9%, TSG101-PTAP inh -10.1%, B2AR arrestin 0.5%, USP2a block 4.9%, Tb PFK inh 0.5%, TSHR antagonist 5.0, Mito fusion act 6.0%, TCR activator 5.8%, BCR signal inh -24.2%, uPA surface inh -3.8% and ELG1 DNA repair inconclusive.
CCN(CC)C(=O)CSc1nc2cc3c(cc2c(=O)n1CCCCCC(=O)NCc1ccc(OC)cc1)OCO3 was read as Eya2 phos inh -9.4%, TSG101-PTAP inh -1.9%, B2AR arrestin 0.1%, USP2a block 1.7%, Tb PFK inh 0.5%, TSHR antagonist -7.3, Mito fusion act inconclusive, TCR activator -0.3%, BCR signal inh inconclusive, uPA surface inh -18.8% and ELG1 DNA repair -32.0%.
Screening COc1ccccc1N1CCN(C(=O)COc2cc(C)cc(C)c2)CC1 returned Eya2 phos inh 1.6%, TSG101-PTAP inh 0.4%, B2AR arrestin -0.3%, USP2a block -0.7%, Tb PFK inh 11.0%, TSHR antagonist 8.6, Mito fusion act -2.3%, BCR signal inh -18.5%, uPA surface inh 5.3% and ELG1 DNA repair -10.6%.
`O=C(CSc1nnc(-c2ccco2)n1-c1ccccc1)N1CCOCC1` gave Eya2 phos inh 7.5%, TSG101-PTAP inh -5.1%, B2AR arrestin -0.1%, USP2a block 0.9%, Tb PFK inh 2.8%, TSHR antagonist 10.0, Mito fusion act -4.4%, BCR signal inh 10.5%, uPA surface inh 12.7% and ELG1 DNA repair 3.0%.
`CC1C(=O)N2CCCc3cc(NS(=O)(=O)c4ccc([N+](=O)[O-])cc4)cc1c32` (configuration not stated) gave Eya2 phos inh 9.5%, TSG101-PTAP inh 0.6%, B2AR arrestin -1.0%, USP2a block 2.6%, Tb PFK inh 5.5%, TSHR antagonist 17.7, Mito fusion act 5.9%, TCR activator 3.4%, BCR signal inh 0.9%, uPA surface inh -0.3% and ELG1 DNA repair 12.6%.
